Screening data from PubChem BioAssay.
EPAC1 ag – qHTS for Agonist of cAMP-regulated guanine nucleotide exchange factor 3 (EPAC1): primary screen | Rap guanine nucleotide exchange factor 3 (Homo sapiens), O95398 | EPAC1 agonist qHTS, biochemical assay; response scale: 100% = response to 6.5 mM cAMP | Potency, µM (top dose mostly 154 µM), inactives show top-dose activation, hits mostly activators | 360,000 compounds, 0.073% hits | AID 720707, 2013; also: potency is read from the fitted curve at half-maximal effect; nearly all actives have a fitted effect of over 60% in size
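Read-out is the fluorescence drop as BODIPY-GDP leaves Rap1B (480 nm excitation, 540 nm emission), recorded every 5 minutes over 30 minutes. Reactions held 100 nM EPAC1, 250 nM Rap1B–BODIPY-GDP and 50 uM GDP, with 6.5 mM cAMP setting full activation.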
EPAC1 antagonist – qHTS for Antagonist of cAMP-regulated guanine nucleotide exchange factor 3 (EPAC1): primary screen; Rap guanine nucleotide exchange factor 3 (Homo sapiens), O95398; EPAC1 GEF assay, Rap1b-BODIPY-GDP exchange fluorescence; Potency, µM (top dose mostly 115 µM), for the others: top-dose activity change, negative = inhibition, usual class: inhibitors; 360,000 compounds, 0.14% hits;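 also: potency is read from the fitted curve at half-maximal effect; plate controls were vehicle for no effect and positive control for full effect; nearly all actives have a fitted effect of over 50% in size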
WRN inhibitor – qHTS for Inhibitors of WRN Helicase; Potency, µM (titrated, usually from 114 µM), for inactives: at the highest dose activity change, negative = inhibition, hits mostly inhibitors; Bifunctional 3'-5' exonuclease/ATP-dependent helicase WRN (Homo sapiens), Q14191; WRN helicase unwinding, fluorescent forked duplex, kinetic; AID 651768, 2012; 360,000 compounds, 0.46% hits; also: potency is read from the fitted curve at half-maximal effect; % is scaled to controls: 0 for no effect and ±100 for the full control effect; nearly all actives have a fitted effect of over 55% in size
Target sequence (Q14191 whole entry, looked up): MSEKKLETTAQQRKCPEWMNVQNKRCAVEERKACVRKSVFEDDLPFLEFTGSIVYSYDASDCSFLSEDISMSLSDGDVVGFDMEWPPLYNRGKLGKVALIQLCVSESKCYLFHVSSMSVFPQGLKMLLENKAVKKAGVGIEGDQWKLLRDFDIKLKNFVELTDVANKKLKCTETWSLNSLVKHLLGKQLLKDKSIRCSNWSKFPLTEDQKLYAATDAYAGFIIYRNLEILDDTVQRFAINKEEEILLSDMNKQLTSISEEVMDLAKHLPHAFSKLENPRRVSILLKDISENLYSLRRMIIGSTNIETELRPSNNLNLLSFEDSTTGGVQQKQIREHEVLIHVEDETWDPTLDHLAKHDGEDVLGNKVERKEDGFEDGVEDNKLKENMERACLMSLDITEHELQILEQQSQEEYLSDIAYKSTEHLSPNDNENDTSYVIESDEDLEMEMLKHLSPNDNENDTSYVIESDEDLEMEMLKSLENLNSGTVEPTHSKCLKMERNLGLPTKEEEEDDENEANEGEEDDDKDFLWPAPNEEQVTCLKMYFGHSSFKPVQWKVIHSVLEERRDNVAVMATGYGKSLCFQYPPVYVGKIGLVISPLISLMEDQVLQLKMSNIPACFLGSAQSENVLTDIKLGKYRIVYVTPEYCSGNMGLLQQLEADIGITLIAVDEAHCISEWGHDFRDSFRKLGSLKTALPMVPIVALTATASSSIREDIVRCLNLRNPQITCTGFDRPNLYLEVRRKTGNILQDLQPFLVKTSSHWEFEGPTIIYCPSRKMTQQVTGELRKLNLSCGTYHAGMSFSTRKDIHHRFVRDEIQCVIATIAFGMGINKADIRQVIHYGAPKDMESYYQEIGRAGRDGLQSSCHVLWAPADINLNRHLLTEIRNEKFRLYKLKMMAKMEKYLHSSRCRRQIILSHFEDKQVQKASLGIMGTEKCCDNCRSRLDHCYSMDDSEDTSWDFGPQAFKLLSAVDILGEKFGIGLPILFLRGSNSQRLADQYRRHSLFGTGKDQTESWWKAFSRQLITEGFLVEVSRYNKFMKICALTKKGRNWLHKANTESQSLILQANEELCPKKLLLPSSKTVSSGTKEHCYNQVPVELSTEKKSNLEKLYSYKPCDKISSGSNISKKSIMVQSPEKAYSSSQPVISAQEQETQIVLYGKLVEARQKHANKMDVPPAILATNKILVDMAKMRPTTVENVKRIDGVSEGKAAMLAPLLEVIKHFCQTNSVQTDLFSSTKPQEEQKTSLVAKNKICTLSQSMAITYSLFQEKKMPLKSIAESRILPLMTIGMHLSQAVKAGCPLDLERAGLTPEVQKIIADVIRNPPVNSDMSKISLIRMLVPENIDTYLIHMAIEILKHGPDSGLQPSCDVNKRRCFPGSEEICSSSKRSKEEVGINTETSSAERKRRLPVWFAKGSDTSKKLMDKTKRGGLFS
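Primary qHTS, 1536-well format. 20 nM WRN + compound, 15 min RT; start with 100 nM forked fluorophore/quencher duplex, 2 mM ATP (final); kinetic read ex 525/em 598 nm.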
FUS suppressor – qHTS for Suppressors of FUS Proteinopathy: Primary screen using FUS-linked yeast assay; Potency, µM (doses to about 76.6 µM), for inactives: top-dose growth rescue (activation), most hits filed as activators; S. cerevisiae FUS-expressing, growth rescue, OD600, 24 h; 390,000 compounds, 0.24% hits; AID 1347120, 2019;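 also: potency is read from the fitted curve at half-maximal effect; plate controls were DMSO vehicle for no effect and reference control for full effect; nearly all actives have a fitted effect of over 55% in size; some results filed as inactive show a strong effect at the top dose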
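S. cerevisiae expressing FUS from galactose induction served as the toxicity model. Growth after 24hr at 30C, read as absorbance at 600 nm, indicates suppression of toxicity; compounds dosed at several concentrations.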
IL2 activator – qHTS of IL-2 Activators. IL-2 activation reporter assay, cell-based qHTS; stimulated with anti-CD3/CD4/CD28 beads; in transgenic mouse T cells. activation, % (series mostly up to about 46 µM). 360,000 compounds, 0.065% hits; in the data active = activation above about 50%; inconclusive = mostly about 30% to 49%; also: 0% is about no effect
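Unstimulated transgenic mouse T cells preincubated 60 min with compound, then stimulated with anti-CD3/anti-CD4-coated beads plus anti-CD28 for 18 h at 37 degrees C. IL-2 response read as EGFP and DsRed fluorescence by plate cytometry.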
Abeta yeast res – qHTS for compounds that reverse cellular toxicity of Amyloid beta (A-beta) peptide in yeast: Primary Screen; yeast expressing A-beta42, growth rescue, OD600, 48 h; response scale: 0% DMSO, 100% iron-clioquinol control; Potency, µM (series often up to 46.1 µM), inactives show at the top dose growth rescue, actives largely listed as activators; 410,000 compounds, 0.063% hits; AID 1347071, 2019; also: potency is read from the fitted curve at half-maximal effect; nearly all actives have a fitted effect of over 55% in size
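Yeast A-beta toxicity model in growth medium with pinned compounds, 48 h at 30 C; growth read as absorbance at 600 nm. Normalized to FeCl3/clioquinol equimolar mix (positive) and DMSO (negative).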
aSyn yeast inh – qHTS of alpha-syn Inhibitors; Yeast expressing alpha-synuclein, growth rescue, BacTiter-Glo, 24 h; 370,000 compounds, 0.14% hits; Potency, µM (titrated, usually from 46.1 µM), for inactives: top-dose growth rescue (activation), hits mostly activators; also: potency is read from the fitted curve at half-maximal effect; % of control where 0% means no effect; nearly all actives have a fitted effect of over 65% in size
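Galactose-induced alpha-syn yeast (OD600=0.02, raffinose-pregrown) + pinned cpd, 24 hr, 30 deg C; growth by BacTiter-Glo luminescence. Growth restoration scores as activation.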
PLK1 PBD inh – qHTS for Inhibitors of PLK1-PDB (polo-like kinase 1 - polo-box domain): Primary Screen | Plk1 PBD binding of FITC phosphopeptide, fluorescence polarization | Serine/threonine-protein kinase PLK1 (Homo sapiens), P53350 | Potency, µM, without a hit: max response, negative = inhibition, most hits filed as inhibitors | 360,000 compounds, 2.8% hits; also: potency is read from the fitted curve at half-maximal effect; series mostly up to about 57 µM; % is scaled to controls: 0 for no effect and ±100 for the full control effect; nearly all actives have a fitted effect of over 65% in size
PI5P4Ka inh – qHTS for Inhibitors of phosphatidylinositol 5-phosphate 4-kinase (PI5P4K); PI5P4Kalpha enzyme, ADP-Glo luminescence, 60 min; stronger effect = lower value; 330,000 compounds, 1.2% hits; Phosphatidylinositol 5-phosphate 4-kinase type-2 alpha (Homo sapiens), P48426; max response, %; active = max response of -50% or lower; inconclusive = between -30% and -50%; inactive = -30% or higher; also: value at the top dose of about 77 µM; % is scaled to controls: 0 for no effect and ±100 for the full control effect
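Reactions run in 0.038 M HEPES pH 7.4, 0.28 mM EGTA, 0.1% CHAPS and 5% DMSO, with PI5P4Kalpha, substrate, compound and 5 microM ATP final, one hour at room temperature. Readout is ADP-Glo luminescence.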
An asterisk follows results filed as active; ? = inconclusive; · = no result given; & = joins results of further samples; [ ] = another dose, or the depositor's remark. Unless noted, calls follow the shape of the dose curve; as a rule, active = well fitted curve in the direction sought with a large enough effect; inconclusive = small, poorly fitted or top-dose-only effect, or another doubt; inactive = no such curve, though single readings can be large; an effect the other way counts as inactive or inconclusive.

Compound	EPAC1 ag	EPAC1 antagonist	WRN inhibitor	FUS suppressor	IL2 activator	Abeta yeast res	aSyn yeast inh	PLK1 PBD inh	PI5P4Ka inh
CSc1nnc(OC(=O)N(C)C)n1-c1ccc(Cl)cc1	-8%	18%	10%	1%	0.6	5%	4%	5%	3
CC(NC(C)(C)C)C(=O)c1cccc(Cl)c1 (configuration not stated)	-19%	12%	7%	-37%	-0.1	-18%	2%&-9%	-9%	-1
COC(/C(C)=C/C=C/C(C)=C/c1coc(C)n1)C(C)C1CC(O)C2(C)OC2C=CC(C)C2CC(CC(=O)O2)CC2OC2C(=O)O1 (configuration not stated)	-1%	-1%	-2%	·	-0.7	8%	4%	-8%	-10
COC(=O)C1=C(c2ccc(OCc3ccccc3)cc2)C[C@@H]2CC[C@H]1N2C(=O)NCCCCc1ccccc1	-29%	-12%	-2%	?	-4.1	4%	-5%	-14%	-1
O=C(N=Nc1c(O)[nH]c(=O)[nH]c1=O)C1COc2cc3ccccc3cc2O1 (configuration not stated)	2%	-3%	0%[57.1 µM]	-2%	1.6	-22%	2%	?	-12
COc1ccc(OC)c(N=Cc2c(O)[nH]c(=O)[nH]c2=O)c1	-21%	-18%	-9%	-15%	-1.3	6%	7%	1%	-56*
CCOC(=O)N(CC)c1ccc(C(O)(C(=O)OC)C(F)(F)F)cc1 (configuration not stated)	6%	-1%	4%	?	-0.8	2%	5%	-3%	·
Cc1cc(N2CCOCC2)nc2ccc(NC(=O)CCC(=O)N3CCC4(CC3)OCCO4)cc12	0%	0%	0%	·	-0.1	5%	-5%	2%	-9
c1coc(CN2Cc3ccccc3-n3nncc3C2)c1	0%	-25%	-2%	-18%	-1.8	-9%	0%	-9%	0
O=[N+]([O-])c1ccc(N2CCOCC2)c2ccncc12	6%	-1%	2%	-8%	-2.5	-6%	0%	-1%	2
CN1C(=O)C(C)(C2=CCCCC2)C(=O)NC1=S (configuration not stated)	-1%	5%	3%	·	-2.8	6%	2%	-23%	17
CCCn1cc(C(=O)O)cn1	2%	-5%	2%	-1%	0.0	-5%	-1%	-25%	1
N/C(=N\[N+](=O)[O-])N1CCN(C(=O)c2ccccn2)CC1	9%	6%	7%	2%	-1.4	-2%	0%	-9%	-2
COc1ccc(N=Cc2c(O)n(Cc3cccs3)c(=O)[nH]c2=O)cc1	10%	2%	6%	-32%	-3.7	0%	-5%	-1%	-1
COC(=O)CC(NC(=S)N1CC2C[C@@H](C1)Cn1c2cccc1=O)C(=O)OC (some centres not stated)	-15%	12%	5%	-35%	-3.3	-1%	2%	2%	-2
Cc1c(C=C2C(=O)N(C)C(=S)N(C)C2=O)c2ccccc2n1CC(=O)NCC1CCCO1 (configuration not stated)	-5%	-18%	?	12%	-0.6	-6%	11%	2.7µM*	?
CCCCCCOc1ccc(CN2CCN(CC)CC2)cc1	0%	-1%	-11%	12%	-1.9	11%	0%	2%	·
CC(C(=O)c1ccc(Cl)cc1Cl)n1cncn1 (configuration not stated)	-3%	5%	-4%	-23%	-0.1	6%	15%	-19%	-1
CCCCn1c(C)c(C(=O)OCC)c2c(CN3CCCC3)c(O)ccc21	-6%	-29%	3%	32%	-2.9	-10%	1%	-15%	2
C=CCn1c(O)c(C(C)=Nc2ccc(N(C)C)cc2)c(=O)[nH]c1=O	2%	-7%	6%	21%	-0.7	-19%	-2%	-10%	·
CN1C(=O)C(=Cc2ccc(N3CCCCC3)o2)C(=O)N(C)C1=S	13%	-6%	-26%	-24%	-6.0	19%	3%	49%[activator]	3
CC(C)Sc1nnc([C@@H](N)Cc2c[nH]c3ccccc23)o1	0%	0%	9%	21%	5.1	11%	2%	-1%	·
CC1(C)CC(=O)C(C2(O)C(=O)NC(=O)NC2=O)=C(O)C1	7%	-10%	-9%	-16%	-0.9	-15%	-1%	-10%	·
O=C(NCNC(=O)NC1C(=O)NC(=O)N1CO)NC1C(=O)NC(=O)N1CO (configuration not stated)	-9%	1%	-5%	-33%	0.5	0%	1%	-4%	3
Oc1ccc(C2NCc3ccccc3-n3cccc32)cc1Cl (configuration not stated)	1%&-2%	-19%&9%	-26%&0%	11%&-8%	0.6&-1.6	5%&-2%	-2%&3%	-12%&5%	-6&0
COc1ccc(/C=C2/C(=O)N(Cc3ccco3)C(=O)N(C(C)C)C2=O)cc1	-5%	32µM*	-33%[11.6 µM]	13%	0.6	5%	4%	3.4µM*	?
O=C(O)C1C2CC3CC(C2)CC1(n1ncc(N2CCC4(CC2)OCCO4)c(Cl)c1=O)C3 (configuration not stated)	5%	3%	-3%	17%	-1.6	-14%	-4%	0%	6
Cc1ccc(-n2c(O)c(/C=N/N3CCOCC3)c(=O)[nH]c2=S)cc1	4%	10%	-9%	-11%	0.3	-1%	-15%	-8%	-12
O=C(NCc1ccccc1)c1cccn(Cc2ccccc2)c1=O	13%	-29%	-9%	-13%	1.0	1%	1%	-1%	-2
O=C(O)CCn1cc(C=C2C(=O)NC(=S)NC2=O)c(-c2cccc(Br)c2)n1	6%	?	32µM*	22%	2.1	-14%	1%	4.7µM*	-59*
OC[C@@H](O)[C@@H](O)CO	13%	3%	-3%	-9%	0.3	-5%	?	0%	5
Fc1ccc(CN2CCN(c3ccc(Cl)cc3)CC2)cc1	13%	-14%	-4%	-24%	-2.4	6%	8%	-12%	0
CN(C)C(=O)Oc1ccc(OCc2cccc[n+]2C)cc1	1%	-10%	5%	23%	-1.9	-3%	-4%	-4%	1
CCCCn1c(O)c(C(C)=NCc2ccc3c(c2)OCO3)c(=O)[nH]c1=O	-5%	-1%	-23%	7%	-0.4	0%	-1%	?	-1
O=C(NCc1ccccc1)Oc1cccc(Cl)c1	5%	0%	-7%	12%	-0.5	7%	-4%	8.4µM*	-8
O=[P+](Cc1ccccc1)Cc1ccccc1	13%	-8%	-1%	2%	1.3	13%	-6%	-3%	2
CCCOC(=O)Nc1ccc([As](=O)(O)O)cc1NC(=O)OCCC	4%	-5%	6%	12%	-0.3	-27%	-3%	-8%	-1
CCc1nnc(NC(=O)CCc2nc(C3=CCN(C)CC3)no2)s1	5%	9%	6%	-17%	-0.1	6%	-4%	-10%	4
CSCCC(c1nnnn1Cc1ccccc1)N1CCC(n2c(=O)[nH]c3ccccc32)CC1 (configuration not stated)	0%	-8%	-6%	13%	3.1	4%	-1%	5%	0
Cc1ccc(N)cc1N	-17%	1%	-2%	-18%	-0.2	12%	6%	-1%	1
CCC(=O)c1c(O)n(C2CCCCCC2)c(=O)[nH]c1=O	10%	-7%	-4%	28%	-0.1	-93%[inhibitor]	-74%[inhibitor]	-11%	-15
Cc1ccc(/C=C2\C(=O)NC(=S)N(c3cccc(F)c3)C2=O)o1	6%	?	50µM*	5%	-0.6	3%	1%	2.7µM*	-77*
CN(C)C(=O)Oc1ccc(Br)cc1C(=O)Nc1ccc(F)c(Cl)c1	5%	3%	-4%	22%	-0.4	-4%	-14%	-3%	-2
CC1(C)CC[C@]2(C)CC[C@]3(C)C4C[C@@H]5OO[C@@]6(O5)C(CCCC6(C)C)[C@]4(C)CC[C@@]3(C)C2C1 (some centres not stated)	-22%	-6%	1%	11%	0.1	10%	9%	-25%	0
O=C(N/N=C/c1c(O)n(C2CC2)c(=S)[nH]c1=O)c1ccccc1	-12%	-8%	-24%	21%	-2.4	-5%	-10%	?	?
Cc1c(C(=O)N2CCC3(CC2)OCCO3)sc2ncnc(N3CCN(c4ccccn4)CC3)c12	-1%	13%	4%	14%	-1.4	26%	9%	1%	·
COP(=O)(NS(=O)(=O)c1ccccc1)OC	-6%	2%	0%	-8%	0.6	4%	-2%	-8%	-3
CCOC(=O)C1CCCN(c2ccc([N+](=O)[O-])c3nonc23)C1 (configuration not stated)	89µM*	79%[activator]	?	-20%	6.5	4%	4%	?	-2
CCOC(=O)CC1=C(C(=O)OCC)C2(C(=O)N1CC(=O)OC)C(C#N)=C(N)Oc1ccccc12 (configuration not stated)	6%	-6%	10%	24%	-0.7	-1%	0%	-8%	·
CNP1(NC)=NC(C(F)(F)F)=NC(C(F)(F)F)=N1	4%	24%	0%	-10%	-1.0	-3%	-3%	-5%	·

Continuation:
Compound	EPAC1 ag	EPAC1 antagonist	WRN inhibitor	FUS suppressor	IL2 activator	Abeta yeast res	aSyn yeast inh	PLK1 PBD inh	PI5P4Ka inh
N=c1ccccn1Cc1ccccc1	3%	-18%	-5%	-6%	-0.7	4%	-2%	-6%	-4
COc1cccc(CNCCc2ccc(F)cc2)c1	2%	-7%	-1%	-28%	-0.4	21%	-6%	-3%	5
Nc1ccc(Cc2ccc(N)c(Cl)c2)cc1Cl	-9%	-17%	1%	-18%	0.6	13%	?	2%	18
Nc1ccc(C2(c3ccc(N)cc3)c3ccccc3-c3ccccc32)cc1	21%	2%	0%	21%	-3.3	5%	1%	-7%	17
CCOC(=O)[C@]12Cc3cc(OC)ccc3[C@H]1N(C1CCCCC1)C(=O)c1cc(OC)ccc12	1%	10%	-5%	29%	-1.3	-88%[inhibitor]	-74%[inhibitor]	?	3

Only part of the results is shown; count on the stated rates, not on these rows.
